TRHR agonist: agonists of human TRH receptor; 360,000 tested, 0.18% active; TRHR cells, calcium flux fluo-8, FDSS agonist mode; P34981; activation, % at 2 µM; in the data active = activation above about 30%; also: 0% is about no effect
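Steps: seed TRHR cells overnight; add fluo-8 no-wash Ca dye, RT 30 min–1.5 h; record 10 s baseline; pin-transfer compounds; monitor fluorescence 1 cycle/s for the agonist window. Calcium increases flag candidate agonists.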
USP1-UAF1 inh: blocks the human USP1/UAF1 deubiquitinase complex | O94782 | recombinant USP1/UAF1, Ub-Rhodamine cleavage fluorescence | Potency, µM (doses to about 57.1 µM), inactives show at the top dose activity change, negative = inhibition, most hits filed as inhibitors | 390,000 tested, 0.23% active | AID 743255; also: potency is read from the fitted curve at half-maximal effect; % is scaled to controls: 0 for no effect and ±100 for the full control effect; nearly all actives have a fitted effect of over 60% in size; inactives centre near -12
Target sequence (O94782 whole entry, looked up): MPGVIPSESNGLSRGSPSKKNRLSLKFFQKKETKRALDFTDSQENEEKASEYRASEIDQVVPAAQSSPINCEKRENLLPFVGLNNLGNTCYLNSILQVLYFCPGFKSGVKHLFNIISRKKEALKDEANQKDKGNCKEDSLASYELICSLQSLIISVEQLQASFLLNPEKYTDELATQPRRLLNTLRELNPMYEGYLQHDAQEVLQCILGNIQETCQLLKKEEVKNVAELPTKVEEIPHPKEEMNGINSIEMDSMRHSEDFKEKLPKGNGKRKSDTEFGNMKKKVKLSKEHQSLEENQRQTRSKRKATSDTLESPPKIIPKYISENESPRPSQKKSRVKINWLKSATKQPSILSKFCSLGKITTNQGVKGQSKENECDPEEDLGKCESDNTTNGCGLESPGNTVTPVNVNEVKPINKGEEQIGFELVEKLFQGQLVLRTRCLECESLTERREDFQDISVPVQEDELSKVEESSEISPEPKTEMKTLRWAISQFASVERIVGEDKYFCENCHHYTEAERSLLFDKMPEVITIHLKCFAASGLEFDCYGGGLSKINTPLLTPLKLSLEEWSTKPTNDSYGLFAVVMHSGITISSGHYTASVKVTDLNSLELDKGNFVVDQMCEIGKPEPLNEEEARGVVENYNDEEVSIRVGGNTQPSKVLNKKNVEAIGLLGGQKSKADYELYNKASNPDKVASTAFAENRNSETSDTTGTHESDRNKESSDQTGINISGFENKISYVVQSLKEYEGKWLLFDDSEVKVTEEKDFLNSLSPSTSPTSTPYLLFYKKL
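In this screen, compounds sit with the deubiquitinase complex (1nM) for 15 min at room temperature before Ub-Rho is added at 150nM final. Fluorescence rise is then followed for 6 reads every 60 seconds.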
mIDH1 inhibitor: blocks human mutant IDH1 R132H enzyme. IDH1-R132H enzyme, NADPH consumption, diaphorase/resazurin fluorescence. Potency, µM (series often up to 76.6 µM), without a hit: at the top dose activity change, negative = inhibition, usual class: inhibitors. 390,000 tested, 0.093% active; also: potency is read from the fitted curve at half-maximal effect; % is scaled to controls: 0 for no effect and ±100 for the full control effect; nearly all actives have a fitted effect of over 65% in size
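IDH1-R132H (0.5 ug/mL) preincubated 30 min with compound, then NADPH (0.016 mM) and alpha-KG (2 mM) added; 80 min at RT, pH 7.5. Remaining NADPH coupled via diaphorase/resazurin to fluorescence (540/590 nm); concentration-response curves normalized to no-enzyme control.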
TRHR enhancer: allosterically enhances the human TRH receptor | P34981 | enhancement, % at 2 µM | TRHR cells, fluo-8 calcium fluorescence, EC20 TRH enhancement | 360,000 tested, 0.66% active; in the data active = enhancement above about 30%; also: 0% is about no effect
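TRHR-expressing cells loaded with fluo-8 calcium dye were read kinetically (ex 480/em 530) during compound addition, then stimulated with an EC20 of TRH (10 nM final). Enhancement of the Gq-mediated intracellular calcium response was scored.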
TrxR1 substrate: rat thioredoxin reductase 1 substrate activity. O89049. purified TrxR1 substrate turnover, NADPH consumption readout. Potency, µM (top dose mostly 114 µM), for inactives: top-dose activity change, negative = substrate turnover. 390,000 tested, 0.01% active; also: potency is read from the fitted curve at half-maximal effect; % is scaled to controls: 0 for no effect and ±100 for the full control effect; nearly all actives have a fitted effect of over 50% in size
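Rat TrxR1, dispensed at 90 nM, was prereduced with 400 uM NADPH (final) for 5 min at ~22 deg C, then incubated with compound 15 min before 400 uM selenite. A first-read NADPH fluorescence drop versus no-compound background flagged substrates.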
D2 agonist: activates the human D2 dopamine receptor; HEK293 T-REx D2 cells, calcium flux agonist mode; 340,000 tested, 0.53% active; P14416; activation, % at 2 µM;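 active = activation over 3 SD above normal in the single-dose calcium agonist read, cut at about 30% in these data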; also: 0% is about no effect
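Tetracycline-induced HEK293 Trex cells with D2 receptor force-coupled to calcium signaling, plated overnight at 30 C and loaded with no-wash calcium dye. Calcium flux read kinetically for 180 s after compound addition; responses flag agonists.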
D2 antagonist: antagonists of human D2 dopamine receptor | P14416 | HEK293 TREx D2 cells, calcium flux, dopamine EC80 | inhibition, % at 10 µM | 340,000 tested, 2% active | AID 485344; in the data active = inhibition above about 30%; also: 0% is about no effect
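Antagonism is scored as inhibition of an EC80 dopamine-evoked calcium signal in a force-coupled, tetracycline-inducible HEK293 T-REx D2 line, with compound present 180 s before agonist.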
PI4K2A block: inhibitors of human PI4K2A. Q9BTU6. purified PI4K2A, ADP-Glo luminescence, 1 h; stronger effect = lower value. activity change, negative = inhibition, % at 76.9 µM. 420,000 tested, 0.13% active. AID 1346378; in the data active = activity change below about -50%; inconclusive = mostly about -30% to -49%;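 also: -100% = wells without enzyme as full effect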
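PI4K2A activity was measured by ADP-Glo luminescence: enzyme (4 ug/mL stock) and phosphatidylinositol (1.2 mM stock) in Tris pH 7.5/MgCl2/EGTA/Triton X-100 buffer were reacted with ATP (300 microM stock) for one hour at ambient temperature.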
rTrxR1 inhibitor: blocks rat thioredoxin reductase 1 | O89049 | recombinant rTrxR1, NADPH fluorescence consumption, selenite substrate | Potency, µM (top dose mostly 114 µM), for inactives: top-dose activity change, negative = inhibition, hits mostly inhibitors | 390,000 tested, 1% active | AID 588453; also: potency is read from the fitted curve at half-maximal effect; % is scaled to controls: 0 for no effect and ±100 for the full control effect; nearly all actives have a fitted effect of over 65% in size
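Rat TrxR1 (90 nM in the dispensed reagent) was pre-reduced with 400 uM NADPH for 5 min at room temperature, then incubated with compound for 15 min. After 400 uM selenite was added, NADPH fluorescence (Ex 340/Em 450 nm) was followed for 8 min.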
* hit, by the source's call; u = inconclusive; x = no result given; & = joins results of further samples; [ ] = another dose, or the depositor's remark. Unless noted, calls follow the shape of the dose curve; as a rule, active = well fitted inhibition curve with a large enough effect; inconclusive = small, poorly fitted or top-dose-only effect; inactive = no such curve, though single readings can be large or run the other way. Rows are unselected, and some 3.9% of all compounds hit somewhere here.

SMILES,TRHR agonist,USP1-UAF1 inh,mIDH1 inhibitor,TRHR enhancer,TrxR1 substrate,D2 agonist,D2 antagonist,PI4K2A block,rTrxR1 inhibitor
CCN(CC)CCN(C(=O)Cn1nnc(-c2ccc(C)o2)n1)C(C(=O)NC1CCCC1)c1ccc(F)cc1 (configuration not stated),-1.2,-17%,-3%,5,1%[57.1 µM],0.4,-18,0,0%[57.1 µM]
COc1cccc(Oc2cc(Cl)nc(N)n2)c1,-0.2,-17%,15%,10,4%,4.0,-10,-2,29%
NC(=O)c1ccc[n+](Cc2ccc(-c3ccccc3)cc2)c1,0.6,-20%,-4%,18,7%[57.1 µM],2.1,-4,-6,9%
O=C(Nc1ccc(N2CCOCC2)cc1)c1cc(-n2cnnc2)ccc1Cl,0.7,-7%,2%,6,-7%,0.6,-14,3,-8%
O=C(CN1C(=O)c2ccccc2S1(=O)=O)c1ccccc1Cl,0.6,x,x,-2,x,0.0,-14,x,x
CN(CCc1ccccn1)C(=O)CCc1nnc(CCCc2ccccc2)o1,0.6,-11%,18%,6,-3%,-0.4,-5,10,18%[57.1 µM]
N#Cc1ccsc1NC(=O)CCS(=O)(=O)c1ccccc1,4.4,-5%,-7%,9,2%,1.4,-2,3,3.2µM*
CCC(Br)C(=O)Nc1ccc(OC)cc1 (configuration not stated),-0.1,-20%,9%,3,8%,0.1,20,-5,11%
COc1ccc(OC)c(NC(=O)C(Cc2ccccc2)NS(=O)(=O)c2ccc3c(c2)CCC(=O)N3)c1 (configuration not stated),-0.3,-22%,-1%,5,-4%,-0.1,x,-16,15%
O=C(Nc1cccc(-n2cnnn2)c1)c1ccc(OC(F)(F)F)cc1,0.2,u,-2%,2,7%,0.9,8,0,28%
C/C(=C\c1ccccc1F)C1Nc2cccc3cccc(c23)N1,0.0,x,x,-4,7%[57.1 µM],x,x,-11,u
Cc1ccc(S(=O)(=O)N2CCCCC2)cc1C(=O)NCc1ccccn1,0.7,-4%,-7%,2,1%,2.2,-13,1,8%
O=C(CCc1nnc(Cc2c[nH]c3ccccc23)o1)NCC1CC12CCCCC2 (configuration not stated),-0.1,-8%,-2%,-1,-4%,3.5,5,2,-1%
CCOC(=O)Cn1c(=O)c2c(nc(Br)n2CC(=O)OCC)n(C)c1=O,0.5,-3%,3%,-4,-7%,-0.6,-8,6,8%[57.1 µM]
COc1ccc(S(=O)(=O)N2CCN(C(=O)c3cc(-c4ccc(Br)cc4)n[nH]3)CC2)cc1OC,-0.1&0.0,-22%&-30%,-9%&-29%,-1&0,6%&-3%,0.8&-0.2,-9,4&0,25%&17%
CCOc1ccc(C2NC(=O)c3ccccc3O2)cc1OC (configuration not stated),0.2,3%,-4%,-1,-2%,0.2,0,7,-4%
COc1ccc(C2=NOC(C(=O)NCCCN3CCOCC3)C2)cc1 (configuration not stated),-0.6,-14%,3%,-7,7%,0.7,2,5,16%
Cc1ccc(S(=O)(=O)/C(C#N)=C/c2c(N3CCC(C(N)=O)CC3)nc3ccccn3c2=O)cc1,-0.4,-11%,0%,-2,-13%,0.6,-1,2,-16%
CC1(CCc2ccccc2)NC(=O)N(CC(=O)Nc2ccc(OC(F)F)cc2)C1=O (configuration not stated),x,-13%,1%,x,-4%,x,x,-2,1%
CC(=O)CC1(C)OC(N)=C(C#N)C1(C#N)C#N (configuration not stated),0.2,-18%,8%,9,10%,0.1,-17,0,u
NS(=O)(=O)c1ccc(CCNC(=O)CSc2nc3ccccc3c3nc(CCN4CCCCC4)nn23)cc1,-1.0,-9%,0%,9,3%,-1.2,4,-7,11%
O=C(Nc1ccccc1)C1CCCN(S(=O)(=O)c2ccc(-n3cnnn3)cc2)C1 (configuration not stated),-0.1,-24%,4%,27,3%,0.8,4,8,5%
O=C(Nc1ccc(Oc2ncnc3cc(Cl)ccc23)nc1)Nc1cccc(C(F)(F)F)c1,0.6,-3%,6%,-3,4%[57.1 µM],0.4,4,1,29%[57.1 µM]
Cc1csc(Nc2ccc(C(=O)O)cc2)n1,0.7,-16%,2%,-4,-11%,0.2,2,-4,7%
CCC1CCCCN1C(=S)Nc1ccc(S(=O)(=O)Nc2ncccn2)cc1 (configuration not stated),0.9,-2%,1%,2,4%,-1.0,-12,-5,5%
CC(=O)N1CCN(C(=O)CSc2cc(C)c(Br)cc2C)CC1,1.0,-2%,2%,6,-1%,-1.0,14,-2,-2%
COc1ccc(Cc2c(Cl)ncnc2Cl)cc1,0.0,-16%,4%,3,-10%,-1.0,-1,5,-21%
C=COc1ccc(N2C(=O)c3ccccc3OC2C)cc1 (configuration not stated),-0.3,-25%,5%,16,-7%[57.1 µM],-0.8,-7,0,12%[57.1 µM]
Cc1ccc(S(=O)(=O)NCCC(=O)NC2CCCCCC2)cc1C,x,-18%,2%,x,-2%,x,x,-4,0%
COc1ccc(/C=N/NC(=O)C(=O)/C=C2\NC3(CCCC3)Cc3ccccc32)cc1,-0.6,u,1%,-2,-8%,-1.1,-2,0,2%[57.1 µM]
COCCc1ncc(CN2CCC(C(=O)Nc3ccc(-n4cccn4)cc3)CC2)cn1,0.1,-17%,7%,0,6%,-0.4,-9,0,16%
CCCCn1c(N)c(N(CCC(C)C)C(=O)C2CC(=O)N(c3ccc4c(c3)OCCO4)C2)c(=O)[nH]c1=O (configuration not stated),-0.2,-22%,-8%,-1,-1%,-0.3,-9,-2,4%

Profiles, looked up by structure:
Listed for O=C(Nc1ccc(Oc2ncnc3cc(Cl)ccc23)nc1)Nc1cccc(C(F)(F)F)c1 = TRHR agonist: 0.6; USP1-UAF1 inh: -3%; mIDH1 inhibitor: 6%; TRHR enhancer: -3; TrxR1 substrate: 4%[57.1 µM]; D2 agonist: 0.4; D2 antagonist: 4; PI4K2A block: 1; rTrxR1 inhibitor: 29%[57.1 µM]
Listed for O=C(Nc1ccc(N2CCOCC2)cc1)c1cc(-n2cnnc2)ccc1Cl = TRHR agonist: 0.7; USP1-UAF1 inh: -7%; mIDH1 inhibitor: 2%; TRHR enhancer: 6; TrxR1 substrate: -7%; D2 agonist: 0.6; D2 antagonist: -14; PI4K2A block: 3; rTrxR1 inhibitor: -8%

The list continues:
SMILES,TRHR agonist,USP1-UAF1 inh,mIDH1 inhibitor,TRHR enhancer,TrxR1 substrate,D2 agonist,D2 antagonist,PI4K2A block,rTrxR1 inhibitor
Cc1ccc(Cn2cc(/C=N/NC(=O)Cc3nnc(NC(=O)c4ccc(C)cc4)s3)c3ccccc32)cc1,-0.9,2%,3%,5,-4%,4.2,-5,-5,9%[57.1 µM]
Cc1ccnc(NS(=O)(=O)c2ccc(NC(=O)CN3C(=O)c4ccccc4S3(=O)=O)cc2)n1,-0.1,-5%,1%,-1,-12%,0.2,-1,3,-12%
COc1ccc(OC)c(-c2csc(NC(=O)c3ccc(F)cc3)n2)c1,0.8,-3%,7%,2,-6%,1.0,2,-4,10%
CCCOc1ccc(N2C(=O)CC(N(CCc3ccc(OC)c(OC)c3)C(=S)Nc3ccccc3)C2=O)cc1 (configuration not stated),-1.8,-5%,4%,0,10%,-1.2,-6,3,22%
CCc1ccc(NC(=O)COC(=O)c2cccs2)cc1,-0.9,-24%,-5%,4,-2%,-1.1,8,1,10%
CCOc1ccc(NC(=O)C[n+]2ccccc2)cc1,2.2,-5%,4%,-5,16%,0.2,5,1,26%
Cc1ccc(C)c(N=Cc2cc3c(cc2[N+](=O)[O-])OCO3)c1,0.7,-20%,-5%,-2,-9%[57.1 µM],0.0,-30,-11,-43%
COCCn1c(C)cc(C(=O)COC(=O)CCS(=O)(=O)c2ccc(C)cc2)c1C,-0.7,-12%,1%,-4,-3%[57.1 µM],0.1,-13,-2,10%
Cc1cccc(N2CCN(C(=O)CCCCn3c(=O)[nH]c4ccsc4c3=O)CC2)c1C,-0.3,-12%,-4%,3,-3%,-0.9,x,-10,16%[2.29 µM]
CN(C(=O)CSC1=NCCS1)c1ccccc1,1.1,-17%,-4%,20,-5%,0.3,-8,-6,-5%
Cc1c(Cl)cccc1NC(=O)C(=O)NCCc1csc(-c2ccc(C(F)(F)F)cc2)n1,0.5,-9%,3%,3,5%[57.1 µM],0.2,x,1,31%[57.1 µM]
Cc1nc2ccc(C(=O)Nc3ccc4nc[nH]c4c3)cc2[nH]1,0.2,-12%,3%,3,-14%,4.9,0,4,14%[57.1 µM]
CN(C)c1nc(N(C)C)n(C(=O)c2cccs2)n1,-0.8,-2%,16%,1,6%[57.1 µM],-0.9,-6,2,25%[57.1 µM]
CC(C)c1ccc(NC(=O)CCS(=O)(=O)c2ccc(Br)s2)cc1,-1.8,-2%,12%,-10,-17%,-0.6,x,4,-21%
